PDI inh: inhibitors of human PDI, primary screen, biochemical, turbidity, single point, plate reader; inhibition, % at 10 µM; 350,000 tested, 0.052% active; PDI insulin aggregation turbidity, A650, 90 min; AID 588391, 2011; Protein disulfide-isomerase (Homo sapiens), P07237;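 active means mean inhibition across replicates of 30% or more, whatever share of single replicates reach that level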;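 further: absorbance from insulin aggregation driven by PDI reduction with DTT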
ABCB6 inh 2: ABCB6 transporter inhibitors, primary screen, K562-ABCB6 cells, flow cytometry, MLPCN library. ATP-binding cassette sub-family B member 6 (Homo sapiens), Q9NP58. K562-ABCB6 porphyrin accumulation, 1 h; stronger effect = lower value. fluorescence ratio to DMSO, % at 10 µM. 360,000 tested, 0.19% active;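 active means fluorescence ratio to DMSO below 75%, the collection mean minus 3 SD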;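 further: signal is porphyrin accumulated inside mitochondria; 100% equals median channel fluorescence of DMSO control wells; lower ratio means ABCB6 inhibition with less porphyrin fluorescence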
HTR2A ag: mouse Htr2a agonists via beta-arrestin recruitment, primary screen, cell-based, luminescence | 5-hydroxytryptamine receptor 2A (Mus musculus), P35363 | 360,000 tested, 0.66% active | activation, % at 7.6 µM | AID 624169, 2012 | CHO-K1 mHTR2A beta-arrestin complementation; percent of 30 µM serotonin response;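 active means activation above a run cutoff, the mean activation of all tested compounds plus 3 SD, cut at about 14% in these data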;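 further: 0% = plate median of compound wells and 100% = 30 µM serotonin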
Target sequence (P35363 whole entry, looked up): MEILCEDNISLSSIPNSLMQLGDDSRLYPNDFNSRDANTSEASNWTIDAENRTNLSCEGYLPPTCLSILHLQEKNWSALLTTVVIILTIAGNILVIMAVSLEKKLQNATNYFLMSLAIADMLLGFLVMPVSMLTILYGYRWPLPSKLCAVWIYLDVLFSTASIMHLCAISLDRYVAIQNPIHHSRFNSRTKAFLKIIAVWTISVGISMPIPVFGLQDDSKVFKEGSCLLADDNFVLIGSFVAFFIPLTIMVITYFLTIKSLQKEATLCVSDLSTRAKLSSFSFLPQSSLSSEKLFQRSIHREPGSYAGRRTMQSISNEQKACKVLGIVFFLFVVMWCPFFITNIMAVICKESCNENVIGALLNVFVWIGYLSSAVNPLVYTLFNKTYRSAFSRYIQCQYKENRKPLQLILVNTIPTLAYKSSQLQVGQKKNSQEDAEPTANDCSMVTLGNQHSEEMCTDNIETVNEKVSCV
H9c2 protect: cardioprotection against H2O2-induced cell death, primary screen, uHTS, H9c2 cells, ATPLite luminescence; AID 588492, 2011; H9c2 cardiomyocytes, H2O2 injury protection, 2 h; protection from H2O2 cell death, % at 20 µM; 360,000 tested, 0.63% active;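 active means compounds giving at least 50% protection of heart cells from peroxide-induced death in the single-dose screen, raw or plate-pattern-corrected value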;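 further: 0% = DMSO wells with peroxide and 100% = DMSO wells without peroxide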
MC4R antag cAMP: MC4R antagonists of cAMP signaling, primary screen, cell-based, TR-FRET, antagonist arm of biased-ligand search. Melanocortin receptor 4 (Homo sapiens), P32245. MC4R-expressing cells, MTII-stimulated cAMP, LANCE TR-FRET. inhibition, % at 6.5 µM. 360,000 tested, 0.48% active. AID 540295, 2011;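 active means inhibition above its plate's cutoff, the mean of tested wells on that plate plus 3 SD, cut at about 29% in these data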;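 further: 0% = Melanotan II alone and 100% = Melanotan II plus saturating MCL0020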
Target sequence (P32245 whole entry, looked up): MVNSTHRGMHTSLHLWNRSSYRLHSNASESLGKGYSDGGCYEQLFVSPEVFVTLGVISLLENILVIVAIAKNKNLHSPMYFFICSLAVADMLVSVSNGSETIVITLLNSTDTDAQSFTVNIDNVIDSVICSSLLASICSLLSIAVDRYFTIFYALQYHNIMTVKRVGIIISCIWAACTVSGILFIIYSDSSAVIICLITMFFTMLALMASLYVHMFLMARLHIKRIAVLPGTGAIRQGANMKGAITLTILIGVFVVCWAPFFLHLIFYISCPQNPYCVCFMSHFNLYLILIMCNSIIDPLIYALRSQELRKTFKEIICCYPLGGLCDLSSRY
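material = U2OS cells stably expressing human melanocortin 4 receptor (MC4R) | also added = Melanotan II challenge | dosing = single nominal compound dose of 6.5 µM | detection = TR-FRET with Eu-cAMP and labeled anti-cAMP, 671 nm | replication = singlicate | timing = compound 30 min, challenge 1 h, detection 1 h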
aDG glyco up: activators of alpha-DG glycosylation, primary screen, uHTS, Pro5-aDG cells, AlphaScreen; alpha-DG glycosylation AlphaScreen (IIH6); 0% Pro5, 100% B10-LARGE cell signal; AID 624168, 2012; 360,000 tested, 0.22% active; activation, % at 10 µM;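 active means activation of at least 8% versus controls, or a plate z-score of at least 8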;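 further: Pro5 are CHO cells carrying HIG-tagged alpha-DG that lacks glycosylation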
Vif inh: HIV Vif self-association inhibitors, primary screen, imaging, HEK293T, single point; inhibition, % at 7.49 µM; 340,000 tested, 0.35% active; HEK293T cells, Vif self-association by quenched fluorescence, 24 h; in the data active means inhibition above about 50%, passing the limit was not always enough; further: some results filed as inactive read as strong as hits
CaV13 ICDI inh: Primary screen for inhibitors of IQ motif and Ca2+-dependent inactivation inhibitor domain binding in CACNA1D, Förster resonance energy transfer in living cells, …. HEK cells, CFP/YFP FRET ICDI-IQ, plate reader, 10 min; percent FRET-ratio fall versus neutral wells. inhibition, % at 12.3 µM. 340,000 tested, 0.098% active;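 active means mean replicate inhibition of at least 30% and at least 1% of replicates passing that level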;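 further: 0% = median of the neutral control wells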
MC4R ag barr: MC4R agonists recruiting beta-arrestin, primary screen, cell-based, luminescence, agonist arm of biased-ligand search; activation, % at 8.9 µM; 360,000 tested, 0.98% active; Melanocortin receptor 4 (Homo sapiens), P32245; U2OS MC4R beta-arrestin complementation; percent of melanotan II response, DMSO zero;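 active means activation above a per-plate cutoff, the mean activation of sample wells on that plate plus 3 SD, cut at about 8% in these data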
Glyco luc inh: increase of ERlucT glycosylation luciferase signal, primary screen, N-linked glycosylation inhibitor project, D54 ERlucT cells, luminescence, set 2; D54 ERlucT glycosylation luciferase reporter, 24 h; percent of 100 nM tunicamycin response; reporter increase, % at 12.5 µM; 360,000 tested, 0.23% active; AID 588692, 2011;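 active means mean luciferase reporter signal, scaled so untreated is 0 and the glycosylation-blocking control 100, at or above a set limit in every replicate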;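 further: luciferase carries N-glycosylation sites so blocking glycosylation raises the light; 0% = median of neutral control wells and 100% = median of 100 nM tunicamycin wells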
Numbers without * were called inactive; nt = not tested or not shown; & = joins results of further samples. A portion of the library; rates above refer to the full screens.

SMILES	PDI inh	ABCB6 inh 2	HTR2A ag	H9c2 protect	MC4R antag cAMP	aDG glyco up	Vif inh	CaV13 ICDI inh	MC4R ag barr	Glyco luc inh
CCn1ccnc1CN1CCCC(C(=O)c2ccc(SC)cc2)C1 (centres undefined)	15	182	4	-2	-9	1.5	10	-3	0.7	-2
COP(=O)(OC)C(Nc1ccccn1)c1ccccc1 (centres undefined)	13	97	2	0	-2	-0.1	8	-4	0.7	2
C[C@]12CC[C@@H](O)CC1=CCC1C2CC[C@@]2(C)C1CC[C@@H]2O (some centres undefined)	0	104	-7	9	11	0.1	-7	-10	-1.2	0
CC(C)C1CN1CC(O)Cn1ccnc1[N+](=O)[O-] (centres undefined)	nt	96	-6	1	nt	-0.3	nt	nt	nt	1
Cc1csc(=N)n1Cc1ccccc1	-4	90	4	6	1	0.1	-2	-6	0.4	2
CCCCCn1c(=O)c(C(=O)NCCc2ccccc2)c(O)c2ccccc21	6	101	0	39	2	0.7	-2	-3	1.1	-3
CCN1C(=O)CC(c2cccnc2)=Nc2ccccc21	-1	95	3	9	6	-0.1	-6	-7	-1.7	-2
CCOC(=O)C1(CCOc2ccccc2)CCN(Cc2cccc(O)c2)CC1	25	100	-7	-7	5	0.4	-6	-19	2.6	-3
Cn1c2ccccc2c2c(C(=O)N3CCC4(CC3)OCCO4)cn(C3CCCCC3)c(=O)c21	-4	110	-3	4	2	-0.3	nt	-4	-0.7	0
CN(C(=O)Oc1ccc(C(C)(C)C)cc1)c1ccccc1	0	100	0	-8	18	-0.4	-2	-4	-2.5	1
N#CC(C#N)=Cc1ccc(-c2ccccc2F)o1	-16	97	2	-4	-3	-0.1	7	-3	3.5	7
Cc1nn(-c2ccccc2)c(Cl)c1C1C(C#N)=C(N)Oc2c1c(=O)oc1ccccc21 (centres undefined)	3	84	-2	41	0	-0.1	1	nt	-2.8	2
O=C1CC=C2C3CC4N(CCC45c4cc(O)c(O)cc4N1C25)CC3=CCBr (centres undefined)	8	87	2	17	5	0.1	-3	-5	-3.7	0
O=C(CNC(=O)c1ccc(Cl)cc1)Nc1ccc(Br)cc1C(=O)c1ccccc1	16	95	-6	-10	2	1.0	1	-6	6.3	-4
COC(=O)C1=C(c2cc3ccccc3s2)C[C@@H]2CC[C@H]1N2C(=O)NCCNC(C)=O	7	94	2	0	-3	-0.4	-5	-7	0.7	-3
CC(C)N1CCC2(CC1)NC(CO)(CO)CO2	1	82	-2	-1	-2	0.2	3	-5	-1.9	-1
C[N+]1(C)C2CCC1CC(OC(=O)c1ccccc1)C2 (centres undefined)	6	111	2	-1	5	0.0	-1	-10	-0.6	1
Cc1cnc[nH]1	nt	102	-3	4	24	0.1	13	nt	-0.1	-1
C=CCNC(=O)c1c(N)n(Cc2ccco2)c2nc3ccccc3nc12	-7	110	3	-3	-5	1.4	0	-2	-0.4	0
CC(=NCCCn1ccnc1)c1c(O)n(C)c(=O)n(C)c1=O	-3	101	2	12	13	0.0	-6	-6	-1.5	-1
C=C(c1ccccc1)P(=O)(O)O	-3	105	2	1	14	-0.2	1	-3	0.1	2
O=c1c2ccccc2nc(CNCc2ccco2)n1-c1ccc(F)cc1	3	104	-2	30	-3	0.0	2	-4	-1.3	0
CN1C(=O)C(=Cc2cccnc2)C(=O)N(C)C1=O	9	95	-3	9	9	0.0	-9	-16	-0.9	0
C=CCn1c(O)c(/C=C2\C=Nc3ccccc32)c(=O)[nH]c1=O	13	104	2	39	-9	-0.2	0	-3	0.1	3
COc1ccc(CN2CCNCC2)c(OC)c1OC	0&-9	100&95	6&0	-6&-6	-1&0	0.0&-0.1	-8&3	-4&-5	0.4&1.4	1&-1
COc1ccc(C2C3C=CC(C3)C2C(=O)O)cc1 (centres undefined)	8	97	3	0	3	-0.2	-5	-5	0.2	0
COc1ccc(-n2c(O)c(/C(C)=N/Nc3ccccc3)c(=O)[nH]c2=O)cc1	6	103	0	-11	17	-0.1	18	-2	-0.2	0
O=c1[nH]c2ccccc2n1C1CCN(C(CCc2ccccc2)c2nnnn2C2CCCC2)CC1 (centres undefined)	nt	92	4	21	nt	-0.5	-4	-5	nt	-10
Cc1cccc(N2CCN(CCc3ccccc3)CC2)c1C	11	101	3	3	5	-0.1	-2	-9	3.4	-1
CN1CCC(N(C)c2nc(-c3ccccc3)nc3ccccc23)CC1	-5	97	-6	24	-6	0.3	-14	-7	1.8	4
O=C(N/N=C\C1C(=O)NC(=S)N(c2ccccc2)C1=O)c1ccc(O)cc1 (centres undefined)	4	90	-5	10	-2	-0.2	25	-11	-1.2	0
COc1cc(C2SCC(=O)Nc3c2c(C)nn3-c2ccccc2)cc(OC)c1OC (centres undefined)	-3	98	-3	-3	11	-0.1	-4	-4	-4.7	4
O=C(NC(=C(Cl)Cl)P(=O)(c1ccccc1)c1ccccc1)c1ccccc1	1	97	4	-6	7	0.0	-15	-5	-1.1	0
NP(=O)(OCC(F)(F)F)Oc1ccccc1 (centres undefined)	-1	96	13	7	-1	-0.2	26	-4	-1.6	1
O=C1NC(=O)C(Cc2ccccc2)C(=O)N1	-5	99	11	-7	0	-0.2	7	-6	0.1	1
CCOC(=O)c1c(/N=C/C2C(=O)NC(=S)NC2=O)sc2c1CCC2	-9	105	5	-5	5	0.5	0	nt	2.3	-1
Cc1ccc(NC(=O)N2CC2)cc1NC(=O)N1CC1	-2	100	2	-3	-1	0.1	22	-15	-1.4	2
Cc1ccccc1CN1CCN(C(=O)Cc2ccccc2)CC1	8	92	17*	2	1	-0.1	0	-4	-3.0	-1
CC(C)(C)c1ccc(CSc2cnn(C(C)(C)C)c(=O)c2Cl)cc1	6	87	4	-19	15	1.4	-9	-2	1.4	-8
CC(C)C1C(C#N)=C(N)Oc2c1c(=O)oc1ccccc21 (centres undefined)	1	102	-3	2	11	0.0	-2	-5	0.7	9

Random excerpt: 2 records from the list.
SMILES	PDI inh	ABCB6 inh 2	HTR2A ag	H9c2 protect	MC4R antag cAMP	aDG glyco up	Vif inh	CaV13 ICDI inh	MC4R ag barr	Glyco luc inh
C=C(c1ccccc1)P(=O)(O)O	-3	105	2	1	14	-0.2	1	-3	0.1	2
COc1ccc(-n2c(O)c(/C(C)=N/Nc3ccccc3)c(=O)[nH]c2=O)cc1	6	103	0	-11	17	-0.1	18	-2	-0.2	0

Reformatted with each value named: part of the list above.
mol: C[C@]12CC[C@@H](O)CC1=CCC1C2CC[C@@]2(C)C1CC[C@@H]2O (some centres undefined)
  PDI inh = 0	ABCB6 inh 2 = 104	HTR2A ag = -7	H9c2 protect = 9	MC4R antag cAMP = 11	aDG glyco up = 0.1	Vif inh = -7	CaV13 ICDI inh = -10	MC4R ag barr = -1.2	Glyco luc inh = 0
mol: CC(C)C1CN1CC(O)Cn1ccnc1[N+](=O)[O-] (centres undefined)
  PDI inh = nt	ABCB6 inh 2 = 96	HTR2A ag = -6	H9c2 protect = 1	MC4R antag cAMP = nt	aDG glyco up = -0.3	Vif inh = nt	CaV13 ICDI inh = nt	MC4R ag barr = nt	Glyco luc inh = 1
mol: Cc1csc(=N)n1Cc1ccccc1
  PDI inh = -4	ABCB6 inh 2 = 90	HTR2A ag = 4	H9c2 protect = 6	MC4R antag cAMP = 1	aDG glyco up = 0.1	Vif inh = -2	CaV13 ICDI inh = -6	MC4R ag barr = 0.4	Glyco luc inh = 2
mol: CCCCCn1c(=O)c(C(=O)NCCc2ccccc2)c(O)c2ccccc21
  PDI inh = 6	ABCB6 inh 2 = 101	HTR2A ag = 0	H9c2 protect = 39	MC4R antag cAMP = 2	aDG glyco up = 0.7	Vif inh = -2	CaV13 ICDI inh = -3	MC4R ag barr = 1.1	Glyco luc inh = -3

(cont.)
SMILES	PDI inh	ABCB6 inh 2	HTR2A ag	H9c2 protect	MC4R antag cAMP	aDG glyco up	Vif inh	CaV13 ICDI inh	MC4R ag barr	Glyco luc inh
COc1cccc(N2C(=O)NC(=O)/C(=C/c3ccc4c(c3)Cc3ccccc3-4)C2=O)c1	4	100	-5	-3	-5	-0.2	-6	nt	0.6	3
c1ccc(C(c2ccccc2)c2cccnc2)cc1	-10	99	-3	-2	10	0.0	-4	-6	0.7	-2
CCN1CCN(S(=O)(=O)c2ccc(Cl)nc2)CC1	-1	108	-2	14	9	0.0	2	-5	-1.6	-1
O=C(CCn1c(=O)oc2ccccc21)N1CCC2(CC1)OCCO2	-7	98	2	9	4	0.0	10	-5	-2.0	2
O=C(C(=O)N1CCOCC1)c1cn(Cc2ccc(F)cc2)c2ccccc12	-4	96	1	4	-1	0.1	1	-6	-2.6	0
O=S(=O)(c1ccc(Cl)cc1Cl)N1CCCC1c1cccnc1 (centres undefined)	7	92	-5	-3	7	0.5	-17	8	-3.1	2
O=C(CCN1CC1)OCCOC(=O)CCN1CC1	0	93	6	5	6	0.0	9	-6	-1.7	1
CC(C)(C)c1ccc(OC(=O)N2CCCCC2)cc1	1	97	0	-16	9	0.0	-4	-5	-1.9	-3
CC(=O)CCC(C)=O	nt	100	-2	0	8	0.1	-10	nt	0.4	2
O=C1C(=O)c2cccc3cccc1c23	1	100	-6	17	-2	0.3	7	-2	-2.4	7
CN1C(=O)NC(=O)/C(=C/c2ccc([N+](=O)[O-])s2)C1=O	-4	101	-1	0	6	0.4	0	-21	-2.3	1
Cc1cc(OCC(=O)OC(C)C)c2c3c(c(=O)oc2c1)CCCC3	0	78	1	-4	0	0.1	10	-6	1.5	1
CCC(C)(C)n1nnnc1C(c1cccs1)N1CC=C(c2ccc(F)cc2)CC1 (centres undefined)	1	99	-6	2	-4	0.0	1	-13	-1.9	-5
C=CCn1c(O)c(C(CC)=NCCCO)c(=O)[nH]c1=O	3	102	2	20	-4	-0.1	20	nt	2.4	3
COc1ccc(OC(=O)N(C)C[C@H]2OCc3cnnn3CCCC(=O)N([C@H](C)CO)C[C@@H]2C)cc1	-1	98	5	4	-3	1.4	nt	-6	0.2	3
CCOC(=O)c1c(C)n(COCCO)c2ccc(O)cc12	1	93	5	4	-4	-0.1	1	-8	0.4	0
CCN1C(=O)NC(=O)C2(CCCC2)C1=O	0	99	-1	-2	3	0.5	3	-6	0.0	1

Assay outcomes as filed in PubChem BioAssay.
